KCNK3 inh = human KCNK3 channel inhibition, primary screen. CHO-KCNK3 thallium flux, FluxOR fluorescence; stronger effect = lower value. 0.84% of 340,000 active. B-score at 10 µM. O14649;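 active means B-score under library mean minus 4 SD, starting fluorescence ratio at most library mean plus 5 SD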;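 further: more negative B-score means stronger inhibition of thallium flux through KCNK3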
HDAC3 inh = human HDAC3 inhibition. O15379. AID 2718. recombinant HDAC3, fluorogenic peptide/trypsin coupled, fluorescence. 0.15% of 320,000 active. inhibition, % at 8.3 µM; in the data active means inhibition above about 26%, passing the limit was not always enough; inconclusive means no clear call, values can overlap the other calls
Target sequence (O15379 whole entry, looked up): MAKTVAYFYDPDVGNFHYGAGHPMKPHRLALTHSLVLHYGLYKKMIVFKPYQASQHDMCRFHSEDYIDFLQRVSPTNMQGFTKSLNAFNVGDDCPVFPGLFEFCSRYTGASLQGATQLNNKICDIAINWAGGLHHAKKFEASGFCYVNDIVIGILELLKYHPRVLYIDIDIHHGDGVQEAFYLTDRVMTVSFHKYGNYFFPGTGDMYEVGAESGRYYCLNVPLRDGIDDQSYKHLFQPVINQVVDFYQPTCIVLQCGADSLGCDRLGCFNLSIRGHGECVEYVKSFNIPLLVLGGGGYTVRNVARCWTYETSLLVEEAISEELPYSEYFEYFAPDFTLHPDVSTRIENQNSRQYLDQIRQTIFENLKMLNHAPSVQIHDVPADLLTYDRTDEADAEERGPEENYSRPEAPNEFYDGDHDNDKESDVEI
DYRK1A inh = inhibitors of rat Dyrk1A kinase. AID 504441. 0.43% of 310,000 active. inhibition, % at 12.5 µM. ADP-Glo luminescence, NFATc1 peptide; in the data active means inhibition above about 50%;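 further: plate controls were vehicle with enzyme for no effect and no enzyme for full effect; many of its hits are not listed in these tables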
GSK3 alpha inh = human GSK-3 alpha kinase inhibition. ADP-Glo luminescence, 60 min. P49840. inhibition, % at 10 µM. 0.1% of 320,000 active;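 in the data active means inhibition above about 50%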;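 further: GST-tagged GSK-3 alpha with peptide substrate and 25 µM ATP; 0% = DMSO neutral wells and 100% = GW8510 positive control wells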
Target sequence (P49840 whole entry, looked up): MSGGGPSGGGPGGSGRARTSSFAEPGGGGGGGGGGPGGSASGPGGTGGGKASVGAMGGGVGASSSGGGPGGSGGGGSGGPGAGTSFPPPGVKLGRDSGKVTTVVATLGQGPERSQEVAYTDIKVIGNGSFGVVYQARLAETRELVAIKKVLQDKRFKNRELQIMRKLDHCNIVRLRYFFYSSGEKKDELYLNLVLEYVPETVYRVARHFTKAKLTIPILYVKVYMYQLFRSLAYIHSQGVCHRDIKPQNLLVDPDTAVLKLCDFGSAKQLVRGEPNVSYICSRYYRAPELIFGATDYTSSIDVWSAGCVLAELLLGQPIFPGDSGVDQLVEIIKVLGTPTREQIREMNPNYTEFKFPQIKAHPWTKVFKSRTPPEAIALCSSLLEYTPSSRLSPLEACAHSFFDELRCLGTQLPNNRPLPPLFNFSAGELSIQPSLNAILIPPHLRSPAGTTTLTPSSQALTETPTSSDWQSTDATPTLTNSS
Active calls of the source: *; i = inactive; ? = inconclusive; & = joins results of further samples.

SMILES | KCNK3 inh | HDAC3 inh | DYRK1A inh | GSK3 alpha inh
Cc1ccc(S(=O)(=O)N2CCOCC2)cc1C(=O)Nc1cccc(C(=O)NC2CC2)c1 | i | 0 | 2 | 2
O=C(NCC(c1ccco1)N1CCCC1)c1cn(Cc2ccccc2)nc1-c1ccccc1 (configuration not stated) | i | 3 | -3 | 1
CCOc1ccc(NC(=O)COC(=O)C2CC2C)cc1 (configuration not stated) | i | -1 | -4 | 6
O=C(COC(=O)COc1ccccc1)NC1CCS(=O)(=O)C1 (configuration not stated) | i | -10 | 4 | -2
Cc1nnc(SCC(=O)N2CCN(c3ccccc3)CC2)n1C1CC1 | i | -8 | 4 | 1
CC(=O)c1c(C)[nH]c(C(=O)COC(=O)c2cccnc2Cl)c1C | i | 1 | -5 | 12
Cc1c(C(=O)NCc2ccco2)oc2c(F)cccc12 | i | 7 | 0 | -2
CCCCC1(C)NC(=O)N(CC(=O)Nc2ccc(Cl)cc2C)C1=O (configuration not stated) | i | -3 | 2 | -3
CC(C)n1cnnc1SCC(=O)Nc1cccnc1Cl | i | -5 | -3 | -3
CCc1nc2oc3cc(OC)ccc3c(=O)c2c(=O)n1Cc1ccco1 | i | 11 | 40 | 39
COc1ccccc1CNC(=O)C1CSC2(C)CCC(=O)N12 (configuration not stated) | i | 2 | 2 | -1
CC(OC(=O)C1=COCCO1)C(=O)NC1CCCCC1C (configuration not stated) | i | -2 | -2 | 0
O=S(=O)(c1ccc2c(c1)OCCO2)N1CCN(S(=O)(=O)c2c(F)cc(F)cc2F)CC1 | i | -14 | 2 | -1
CCCn1c(SCC(=O)NCc2ccc3c(c2)OCO3)n[nH]c1=O | i | 1 | 2 | 3
COc1ccc(Br)cc1CN(C)CC(=O)Nc1cccc(S(=O)(=O)N2CCCC2)c1 | i | 1 | 0 | 3
Cn1c(-c2ncc(F)cc2F)cc2onc(-c3c(F)cccc3Cl)c2c1=O | i | 1 | -1 | -2
N#Cc1c(SCc2c(Cl)cccc2Cl)nc(N)[nH]c1=S | i | 1 | -3 | 7
CN1C[C@H](C(=O)N[C@]2(C)O[C@@]3(O)[C@@H]4CCCN4C(=O)[C@H](Cc4ccccc4)N3C2=O)CC2c3cccc4[nH]cc(c34)C[C@H]21 (some centres not stated) | i | 4 | 14&13 | -1
CCCn1c(N)c(N2CCCCC2)c(=O)n(CC(=O)Nc2cccc(S(=O)(=O)N(C)C)c2)c1=O | i | 3 | -2 | -1
Cc1ccc2c(c1)[C@H]1[C@H](CO2)[C@H](c2ccccc2)[C@]2(C)C(=O)N(Cc3ccc(F)cc3)CC(=O)N12 | i | -3 | 4 | -2
CCOC(=O)CNC(=O)C(Cc1ccccc1)NS(=O)(=O)c1cccs1 (configuration not stated) | i | -7 | -2 | -2
OCC[C@H]1C[C@H](O)[C@@H](O)[C@@]2(OCCCc3ccccc32)O1 | i | 0 | 9 | 0
COc1ccc(OC[C@@H](O)CNC(=O)c2cccc3c2C(=O)c2ccc(Cl)cc2S3(=O)=O)cc1 | i | 2 | 2 | 7
CCOC(=O)C1=CC[C@H]2c3c(c4ccccc4n3C)C[C@H]1N2C | i | 2 | -18 | -2
CC(C)c1ccc(S(=O)(=O)N2CCN(CC(=O)Nc3ccc4c(c3)OCO4)CC2)cc1 | i | 2 | 2 | 0
COc1ccc(C(=O)c2c3ccc(OC)cc3[n+]([O-])n2Cc2ccc(C(N)=O)cc2)cc1 | i | -2 | 12 | 0
O=C(CNC(=O)C1CCCCC1)OCC(=O)c1ccc(F)cc1 | i | -6 | -7 | 1
C[C@@]12C(=O)N(c3ccc(Cl)cc3)C(=O)N1[C@@H]1c3ccccc3OC[C@@H]1[C@H]2c1ccccc1 | i | 14 | 5 | 0
CCCCN(C(=O)CC1CCCC1)c1c(N)n(CCCC)c(=O)[nH]c1=O | i | -1 | 0 | -2
COc1cc2cnc(-c3ccccc3)c(-c3ccc(C(F)(F)F)cc3)c2cc1OC | i | -6 | -3 | 0
Clc1ccc(C2=NNC(=NCc3ccc4c(c3)OCO4)SC2)cc1 | i | 12 | -6 | -2
CC(=O)Nc1nc(-c2ccccc2)cc(-c2ccco2)c1C#N | i | -4 | -5 | -8
CC(=O)Nc1ccc(S(=O)(=O)NCC(=O)NNC(=O)COc2c(C)cccc2C)cc1 | i | 4 | 5 | -3
N#Cc1c(N)n(CCCN2CCOCC2)c2nc3ccccc3nc12 | i | -112 | 15 | 1
COc1cc2oc(=O)c(Br)c(C)c2c(OC)c1OC | i | -1 | -3 | 2
CN(CC(=O)Nc1ccccc1C(F)(F)F)C(=O)CSc1nnc(-c2ccncc2)n1C | i | 5 | -1 | 7
CC(=O)Nc1cccc(NC(=O)COc2ccc3c(c2)CCC3)c1 | i | -4 | 39 | -2
NS(=O)(=O)c1cccc(NC(=O)CN2CCN(S(=O)(=O)c3ccc4c(c3)OCCO4)CC2)c1 | i | 9 | 1 | 1
CCCCN(C(=O)c1ccc2c(c1)NC(=O)CS2)c1ccccc1 | i | -3 | 6 | -1
Cc1ccc(-c2nnn(CC(=O)Nc3cccc4cccnc34)n2)o1 | i | -3 | -9 | 1
CCOc1ccccc1C(=O)NCC(=O)OCc1csc(CC(=O)Nc2ccc(C)cc2)n1 | i | 0 | 1 | 2
CC(C)[C@H](NC(=O)OCc1ccccc1)C(=O)OCC(=O)c1ccccc1 | i | 1 | 1 | -3
N#Cc1ccc(OCC(=O)N2CCCC2=O)cc1 | i | 1 | 2 | 6
O=C(CN1C(=O)C2CC=CCC2C1=O)Nc1nnc(C2CC2)s1 (configuration not stated) | i | 3 | -2 | -5
Cc1ccc(C)c(NC(=O)CN(C)C(=O)c2cc(C3CC3)nn2-c2ccccc2)c1 | i | -8 | -2 | 0
COc1ccc(NC(=O)C2=CN3CCS(=O)(=O)N=C3C=C2)c(OC)c1 | i | -2 | -8 | 3
CC1CCC(NC(=O)C(C)N2C(=O)C3CCCCC3C2=O)CC1 (configuration not stated) | i | 2 | -1 | -1
Cc1ccc(C(=O)CCC(=O)OCC(=O)NNC(=O)c2ccccc2Cl)cc1 | i | 1 | -3 | 14
CSCc1ccc(C(=O)OCc2nc3ccccc3s2)o1 | i | 3 | 1 | 1
O=C(CCN=C1NS(=O)(=O)c2ccccc21)Nc1ccc(F)cc1Cl | i | 2 | 5 | -1

Whole records from above. Order of values: KCNK3 inh	HDAC3 inh	DYRK1A inh	GSK3 alpha inh
NS(=O)(=O)c1cccc(NC(=O)CN2CCN(S(=O)(=O)c3ccc4c(c3)OCCO4)CC2)c1 as listed: i	9	1	1
COc1cc2oc(=O)c(Br)c(C)c2c(OC)c1OC as listed: i	-1	-3	2
CC(=O)Nc1ccc(S(=O)(=O)NCC(=O)NNC(=O)COc2c(C)cccc2C)cc1 as listed: i	4	5	-3
COc1cc2cnc(-c3ccccc3)c(-c3ccc(C(F)(F)F)cc3)c2cc1OC as listed: i	-6	-3	0
O=C(CN1C(=O)C2CC=CCC2C1=O)Nc1nnc(C2CC2)s1 (configuration not stated) as listed: i	3	-2	-5

More records:
SMILES | KCNK3 inh | HDAC3 inh | DYRK1A inh | GSK3 alpha inh
CCCCn1c(N)c(N(CCC(C)C)C(=O)c2ccc(C)o2)c(=O)[nH]c1=O | i | 1 | 4 | 0
C#CCN1C(=O)S/C(=C/C=C/c2ccc(N(C)C)cc2)C1=O | i | 0 | -5 | 0
O=C(C(=O)N1CCN(Cc2ccccc2)CC1)c1c[nH]c2ccccc12 | i | 6 | -2 | -2
COc1cc(NC(=O)Cn2cnc3c(OCc4ccccc4)ncnc32)cc(OC)c1OC | i | -3 | 1 | 1
COC(=O)c1cn(NC(=O)C2CCC(C(C)(C)C)CC2)c(=O)c2ccccc12 (configuration not stated) | i | 1 | 5 | 0
COc1ccc(NC(=O)CSc2nc3nc(C)cc(C)c3c(=O)[nH]2)cc1OC | i | 2 | -3 | -1
CN(C(=O)c1ccc(NC(=O)Cc2cccc(NC(=O)C3CCCN(C(=O)C4CCC4)C3)c2)cc1)C1CCCC1 (configuration not stated) | i | 10 | -4 | -2
CCN(C[C@H]1N[C@@](C)(C(=O)OC)[C@H]2C(=O)N(Cc3ccccc3)C(=O)[C@@H]12)C(=O)Nc1ccc(F)cc1 | i | 2 | 0 | -1
N#CCSc1nc2c(cc1C#N)CCCCCC2 | i | -5 | 5 | 2
O=C(NNC(=O)c1cc(S(=O)(=O)N2CCOCC2)c(Cl)cc1Cl)c1ccccc1F | i | -2 | 2 | -3
COc1ccc(NC(=O)CN2CCOCC2)cc1S(=O)(=O)N1CCCCC1 | i | 6 | 0 | -1
Cc1ccc(S(=O)(=O)N2CCOCC2)cc1C(=O)N1CCN(c2ccc(C(F)(F)F)cn2)CC1 | i | -6 | 3 | -1
COC(=O)c1ccc(NC(=O)C2CC(=O)N(c3ccc(C)cc3)C2)cc1 (configuration not stated) | i | -1 | 9 | 3
CCOC(=O)[C@H]1[C@H]2COc3ccc(C)cc3[C@@H]2N2C(=O)c3cc(Cl)ccc3NC(=O)[C@@]12C | i | 7 | -2 | 5
Cc1nnc(SCC(=O)Nc2ccc(OC(F)F)c(Cl)c2)n(N)c1=O | i | 0 | 7 | -2
CCn1nc(C(=O)NNC(=O)c2ccc(OC(F)F)cc2)c2ccccc2c1=O | i | -2 | -5 | -7
C=CCC[C@H](Cc1ccc(F)cc1)C(=O)OC[C@H](Cc1c[nH]c2ccccc12)NC(=O)[C@H](CC=C)CC(=O)N[C@H](CO)Cc1ccccc1 | i | -5 | -9 | -1
CCN(CC)CCN(C)C1CCC(c2ccccc2)CC1 (configuration not stated) | i | 8 | 0 | 0
COc1ccc(SC[C@H](C)CN2CC[C@H](C(C)(C)C)CCC2=O)cc1 | i | ? | -1 | -1
N=C(N)SCCN | i | 4 | -2 | 2
CCOc1ccc(S(=O)(=O)N2CCC(C(=O)NCc3ccccc3CN3CCCC3)CC2)cc1 | i | 0 | -3 | -2
COCCn1c(CN2CCC(Cc3ccccc3)CC2)nc2c1c(=O)n(C)c(=O)n2C | i | 4 | 6 | -1
C[C@@H]1CN([C@@H](C)CO)C(=O)c2cccc(NC(=O)c3nc4ccccc4s3)c2O[C@@H]1CN(C)CC1CC1 | i | 7 | -1 | 1
O=C(NCC1COc2ccccc2O1)c1cccc(S(=O)(=O)N2CCCCC2)c1 (configuration not stated) | i | 6 | -4 | -3
COc1cccc(-c2c(-c3cc(OC)cc(OC)c3)n(C)c3ccc(-c4ccc5[nH]ccc5c4)cc23)c1 | i | -15 | 7 | 1
Cc1cc(C(=O)NC2CCC(O)CC2)c(C)o1 (configuration not stated) | i | -3 | 5 | -6
C=CC[C@@H](CC(=O)N[C@@H](CO)Cc1ccccc1)C(=O)N[C@@H](C)COC(=O)[C@@H](CC=C)Cc1ccc(F)cc1 | i | 11 | 7 | -2
CC(C)(C)OC(=O)C[C@@H]1C/C=C\C[C@@H](CC(=O)N(CCO)Cc2ccccc2)C(=O)N[C@H](Cc2ccccc2)COC1=O | i | 9 | 0 | -2
COc1ccc2nc(NC(=O)C(NS(=O)(=O)c3cccc4nsnc34)C(C)C)sc2c1 (configuration not stated) | i | 1 | 2 | 4
Cc1ccc(CN(C)C(=O)CN2C(=O)NC(c3ccccc3)(c3ccccc3)C2=O)c(C)c1 | i | 18 | 4 | 0
Cc1nn(-c2ccc(C(=O)NCC(c3ccco3)N3CCCC3)cc2)c(C)c1Cl (configuration not stated) | i | -4 | -1 | 12
CC(=O)Nc1ccc(S(=O)(=O)N[C@@H](C)C(=O)OCC(=O)NC2CCCC2)cc1 | i | 0 | 0 | -1
C[C@H](CO)N1C[C@H](C)[C@@H](CN(C)S(=O)(=O)c2cn(C)cn2)Oc2ccc(NC(=O)Cn3cnnn3)cc2C1=O | i | -12 | -6 | 0
COc1ccc(C(=O)OCC(=O)NC23CC4CC(CC(C4)C2)C3)c(OC)c1OC | i | 3 | 0 | -1
CCCCN(C(=O)C1CCC1)c1c(N)n(Cc2ccccc2)c(=O)[nH]c1=O | i | -3 | 9 | -2
COc1ccccc1CNC(=O)COC(=O)c1cc(=O)c2ccccc2o1 | i | 4 | 11 | 0
COc1cccc2cc(C(=O)OCC(=O)N3CC(C)OC(C)C3)c(=O)oc12 (configuration not stated) | i | 5 | 0 | 2
CCc1ccc(NC(=O)COC(=O)c2nc3nc(C)cc(C)n3n2)cc1 | i | -7 | -2 | 1
CCCNC(=O)C(Cc1cccc(Cl)c1)NC(=O)c1ccccc1 (configuration not stated) | i | -10 | 3 | -4
CC(CCc1ccccc1)NC(=O)c1ccc(C(=O)NC(C)CCc2ccccc2)cc1 (configuration not stated) | i | -2 | 3 | 3
COc1ccc(C(=O)C(C)OC(=O)CCN2C(=O)C3CC=CCC3C2=O)cc1 (configuration not stated) | i | 1 | 1 | 12
CSCCC(NC(=O)c1ccco1)C(=O)NCCc1ccc(F)cc1 (configuration not stated) | i | -5 | 1 | 11
CC(C)OC(=O)c1c(N)sc2c1CCCC2 | i | 14 | 1 | -1

Filtered by structure: those above containing a CF3 group (3)
SMILES | KCNK3 inh | HDAC3 inh | DYRK1A inh | GSK3 alpha inh
COc1cc2cnc(-c3ccccc3)c(-c3ccc(C(F)(F)F)cc3)c2cc1OC | i | -6 | -3 | 0
CN(CC(=O)Nc1ccccc1C(F)(F)F)C(=O)CSc1nnc(-c2ccncc2)n1C | i | 5 | -1 | 7
Cc1ccc(S(=O)(=O)N2CCOCC2)cc1C(=O)N1CCN(c2ccc(C(F)(F)F)cn2)CC1 | i | -6 | 3 | -1

Some of the compounds tested; the hit share may differ from the screen's.
